Screening results: PubChem BioAssay, several laboratories
NSD2 inh = blocks human histone methyltransferase NSD2; inhibition, % at 12.5 µM; AID 743445; O96028; NSD2 peptide methylation, AlphaScreen, 120 min; actives 0.54% (n = 310,000); in the data active = inhibition above about 50%
PfHsp90 set2 = growth inhibition of yeast expressing Plasmodium Hsp90; S. cerevisiae expressing PfHsp90, BacTiter-Glo ATP, 48 h; yeast lacking PDR1 and PDR3 efflux regulators; AID 504621; inhibition, % at 9.4 µM; actives 0.32% (n = 310,000);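 active = every replicate shows inhibition above about 80%, whatever the replicate mean, limit read from the data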;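 note: 0% = DMSO neutral controls and 100% = 20 µM radicicol positive controls; yeast relying on Plasmodium falciparum Hsp90 in place of its own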
RTF Ca sens act = increases calcium sensitivity of human cardiac regulated thin filaments | IANBD-labeled TnC RTF fluorescence at EC20 calcium; 0% EC20 calcium, 100% full calcium | activation, % at 7.2 µM | actives 0.24% (n = 340,000) | AID 493008;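 active = activation above the mean over all tested compounds plus 3 SD, cut at about 30% in these data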;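 note: rise in fluorescence read as greater calcium sensitivity of cardiac thin filaments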
PvdQ inh = blocks Pseudomonas aeruginosa PvdQ acylase activity; purified PvdQ acylase, fluorescence plate reader; inhibition, % at 10 µM; actives 0.063% (n = 340,000); AID 488965; in the data active = inhibition above about 30%, passing the limit was not always enough;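 note: 0% = vehicle neutral wells and 100% = reference inhibitor wells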
CDK5 inh = CDK5/p35 (human) kinase inhibition | Q00535+Q15078 | Recombinant CDK5/p35, ADP-Glo luminescence, 60 min | inhibition, % at 10 µM | actives 0.01% (n = 330,000);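 active = highest replicate inhibition of at least 50% and at least 75% of replicates reaching 50%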;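 note: plate controls were DMSO neutral control for no effect and GW8510 at 10 µM for full effect; many of its hits are not listed in these tables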
Rtt109 Vps75 = blocks Candida albicans Rtt109/Vps75 acetyltransferase activity; Q5AAJ8; purified Rtt109/Vps75, ThioGlo CoA-SH fluorescence, 4 h; inhibition, % at 34.9 µM; actives 0.16% (n = 330,000); AID 540336;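 active = inhibition of at least 50% in every replicate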
Target sequence (Q5AAJ8 whole entry, looked up): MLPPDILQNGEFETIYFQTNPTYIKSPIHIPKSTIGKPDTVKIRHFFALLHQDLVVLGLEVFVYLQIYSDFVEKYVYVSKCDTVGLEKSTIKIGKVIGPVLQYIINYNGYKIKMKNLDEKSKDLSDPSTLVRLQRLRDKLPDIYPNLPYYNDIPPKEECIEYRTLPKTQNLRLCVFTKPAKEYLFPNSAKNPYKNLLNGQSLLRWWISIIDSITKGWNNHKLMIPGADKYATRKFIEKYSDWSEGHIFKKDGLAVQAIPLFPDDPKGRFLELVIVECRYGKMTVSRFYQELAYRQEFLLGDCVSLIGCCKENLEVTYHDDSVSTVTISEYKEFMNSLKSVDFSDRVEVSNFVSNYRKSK
SUMO Mot1 rescue = SUMOylation pathway inhibition by Mot1-301 growth rescue; S. cerevisiae Mot1-301 growth rescue, ATP luminescence, 38.5C; percent above DMSO median, 100 means doubled; growth rescue, % at 18.8 µM; actives 1% (n = 320,000); AID 2716;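 active = every valid replicate shows activation above 250% relative to neutral control wells; inactive = the rest, any valid replicate at or below 250%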;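 note: OY570 slx delta 5 strain wells were the positive control but not used for scaling; some compounds called inactive have numbers as strong as hits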
dFosB activator = enhances mouse delta FosB homodimer DNA binding; purified delta FosB, TAMRA-CDK5 oligo fluorescence polarization; percent of positive-control signal above neutral wells; activation, % at 25 µM; actives 0.99% (n = 340,000); AID 493131; P13346;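 active = mean activation above about 17%, with every replicate also reaching it, limit read from the data, passing the limit was not always enough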;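 note: fluorescence polarization rise as delta FosB binds a TAMRA Cdk5 AP-1 oligo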
Target sequence (P13346 whole entry, looked up): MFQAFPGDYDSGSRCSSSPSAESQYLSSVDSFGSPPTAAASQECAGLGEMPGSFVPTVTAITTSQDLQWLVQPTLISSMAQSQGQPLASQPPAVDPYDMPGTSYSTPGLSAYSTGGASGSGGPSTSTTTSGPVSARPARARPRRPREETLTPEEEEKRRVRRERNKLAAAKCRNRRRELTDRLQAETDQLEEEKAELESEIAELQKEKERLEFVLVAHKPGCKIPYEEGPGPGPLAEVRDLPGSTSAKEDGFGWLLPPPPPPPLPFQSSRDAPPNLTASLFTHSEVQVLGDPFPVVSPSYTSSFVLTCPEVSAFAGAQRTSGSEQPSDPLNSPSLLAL
Cardiac RTF inh = cardiac RTF calcium desensitization | inhibition, % at 7.15 µM | actives 0.12% (n = 340,000) | IANBD-labeled cardiac RTF, Ca2+ fluorescence | P19429+P45379;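 active = inhibition above the mean inhibition of all tested compounds plus 3 SD, cut at about 17% in these data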;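 note: assay run at fixed EC70 calcium of 1.6 mM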
C-LANA FP = KSHV C-LANA DNA binding inhibition. actives 0.078% (n = 340,000). inhibition, % at 9 µM. AID 504423. MBP-C-LANA/FAM-LBS DNA binding, fluorescence polarization;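 active = highest replicate inhibition at or above 60% at 9 µM, even if other replicates fall short; inactive = all replicates below 60% inhibition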;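 note: 0% = neutral control wells and 100% = 4 µM acridine orange control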
Keap1 Nrf2 FP = inhibitors of human Keap1-Nrf2 protein-protein interaction; Q14145; Keap1 Kelch-Nrf2 peptide fluorescence polarization, 1536-well; inhibition, % at 9.4 µM; actives 0.15% (n = 340,000); AID 504523; in the data active = inhibition above about 12%;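 note: human Keap1 Kelch domain with fluorescein labeled Nrf2 9mer peptide probe; 0% = neutral control wells and 100% = peptide positive control; higher means more block of Keap1 binding to Nrf2 peptide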
* = called active by the depositor; / = no result given. The order is random; 3.2% or so of the library scored in one or more.

SMILES	NSD2 inh	PfHsp90 set2	RTF Ca sens act	PvdQ inh	CDK5 inh	Rtt109 Vps75	SUMO Mot1 rescue	dFosB activator	Cardiac RTF inh	C-LANA FP	Keap1 Nrf2 FP
O=C1C(NS(=O)(=O)c2cccs2)=C(N2CCN(c3ccccc3)CC2)C(=O)c2ccccc21	10	5	3	-12	0.3	1	-17	-9	-10	1.3	-6
CCOC(=O)c1nn(-c2cccc(Cl)c2)c2nc(CC(C)C)c(C#N)c(=O)n12	-4	-104	0	-5	-3.1	-7	4	-6	6	-1.2	-6
N#Cc1ccc(Oc2cnccn2)cc1	-1	29	4	-10	1.6	0	10	-5	2	-1.2	-5
CCCCN(C(=O)COC(=O)c1nc2nccc(C)n2n1)C1CCS(=O)(=O)C1 (centres undefined)	-1	-39	4	-8	0.9	-1	3	-2	-9	-0.1	0
Cc1occc(=O)c1OCc1ccccc1	3	4	1	-11	0.5	-9	-1	1	0	0.0	-1
COC1OC(O)C(NC(=O)C(F)(F)F)CC1O (centres undefined)	-4	-6	1	-4	-1.2	6	/	5	6	-0.6	2
CCOC(=O)C1CCCN(C(=S)Nc2ccc(Nc3ccccc3)cc2)C1 (centres undefined)	1	19	-1	0	-1.2	2	9	-8	0	0.7	0
O=C(Nc1ccccc1)N1CCCC2CCCCC21 (centres undefined)	-5	6	1	-11	-0.1	8	-8	-1	3	3.3	-5
Cn1c(CCCNC(=O)c2ccccc2)nc2ccccc21	0	10	-7	-25	-6.8	0	11	1	-2	-0.8	-2
CC(C(=O)OCC(=O)c1c(N)n(C)c(=O)n(C)c1=O)N1C(=O)c2ccccc2C1=O (centres undefined)	2	24	6	-14	1.2	-2	-1	-6	-10	3.0	1
O=c1oc2ccccc2c(Nc2ccc(Cl)cc2)c1[N+](=O)[O-]	-6	-4	-1	1	0.2	-5	25	7	0	-0.2	4
CC(C)(C)[C@@H]1C=C(C(=O)N2CCOCC2)O[C@H](OCc2ccc(CO)cc2)C1	/	-16	3	-9	0.1	-2	-7	-2	3	3.3	-7

Overlap with the part before: 3 compounds, followed by the next part.
SMILES	NSD2 inh	PfHsp90 set2	RTF Ca sens act	PvdQ inh	CDK5 inh	Rtt109 Vps75	SUMO Mot1 rescue	dFosB activator	Cardiac RTF inh	C-LANA FP	Keap1 Nrf2 FP
CC(C(=O)OCC(=O)c1c(N)n(C)c(=O)n(C)c1=O)N1C(=O)c2ccccc2C1=O (centres undefined)	2	24	6	-14	1.2	-2	-1	-6	-10	3.0	1
O=c1oc2ccccc2c(Nc2ccc(Cl)cc2)c1[N+](=O)[O-]	-6	-4	-1	1	0.2	-5	25	7	0	-0.2	4
CC(C)(C)[C@@H]1C=C(C(=O)N2CCOCC2)O[C@H](OCc2ccc(CO)cc2)C1	/	-16	3	-9	0.1	-2	-7	-2	3	3.3	-7
O=C1/C(=C/c2ccncc2)N=C2CCCCCN12	6	8	10	-6	0.5	-1	/	6	-5	0.5	-7
O=C(NCCc1ccc(Cl)cc1)Nc1cccc(Cl)c1	-6	-36	1	-5	-0.5	8	-22	-14	11	1.2	0
Cc1ccc(C)c(NC(=S)NNC(=O)c2csc(C)c2)c1	0	-32	-4	-8	3.3	-1	-3	0	8	2.8	0
O=C(c1ccc(C#CC2(O)CCCCC2)cc1)N1CCOCC1	2	/	1	2	0.2	9	-18	5	-4	1.0	3
O=C(CSCc1ccc(Cl)cc1)Nc1nccs1	-2	3	2	0	0.1	3	150	-1	-2	2.1	0
CCn1cc(Br)c(C(=O)Nc2ccc(C(=O)OC(C)C)cc2)n1	-5	-94	6	-9	-1.4	7	-15	-14	-5	-2.3	-2
Cc1cc(Cl)ccc1OCC(=O)NC1CCCC1	-2	5	-2	-6	-8.4	-7	4	2	-7	1.5	-2
COc1ccc(Cl)cc1NC(=O)/C=C\C(=O)O	5	7	0	-11	-0.8	-6	-19	-5	-2	-0.2	6
COc1ccc(S(=O)(=O)N(CC(=O)O)c2ccccn2)cc1	-52	-6	-3	-4	0.1	-3	-17	-3	-21	-2.4	4
O=C(NCc1ccccn1)c1ccc(OC2CCN(Cc3ccccc3)CC2)cc1	3	11	-2	-7	2.3	-3	-4	-4	-6	0.6	3
COc1ccc(CCN(Cc2nc(-c3ccccc3)no2)Cc2nc(-c3ccccc3)no2)cc1OC	5	-3	0	-6	-0.7	/	249	-6	-1	-1.6	0
Cc1c(C#N)c(N=CN(C)C)c(C(=O)c2ccccc2)n1-c1ccc(Br)cc1	8	12	-1	7	6.9	/	-13	-5	13	1.3	0
Cc1cc(C)cc(C(=O)NN2CCN(C)CC2)c1	0	12	-3	9	0.7	-2	-9	-2	8	-0.8	1
O=C(c1ccc2c(=O)n(CCc3ccccc3)c(=O)[nH]c2c1)N1CCN(c2ccccc2)CC1	/	-2	8	-8	-0.7	0	-9	-3	0	-0.2	-2
CC(NC(=O)CCC(=O)NC(C)c1ccccc1)c1ccccc1 (centres undefined)	26	-10	0	1	-0.8	-2	0	-4	-6	-2.8	-6
O=[N+]([O-])c1cccc(-c2nc(-c3ccccc3)c(-c3cccs3)[nH]2)c1	-1	-20	-2	4	-1.9	-5	171	9	0	1.9	-1
COc1cccc(NC(=S)N2CCC(c3ccc(C)cc3)C2)c1 (centres undefined)	-3	13	-10	1	-0.3	-1	30	-2	1	-0.6	-1
COc1cc2c(cc1NC(=O)c1ccncc1)oc1ccccc12	-1	22	-2	0	-0.4	4	290	4	13	2.5	-4
CCOC(=O)C1=C(c2ccccc2)Nc2ncnn2C1c1ccccn1 (centres undefined)	-2	28	-2	-11	0.6	-2	-4	6	-13	-0.6	-1
O=C(c1cc(=O)c2ccccc2o1)N1CCN(c2ccccc2F)CC1	-6	1	-4	-5	1.6	-4	-4	-4	2	0.3	-2
Cc1nc(NCCc2ccccc2)c2nnn(Cc3ccccc3)c2n1	1	3	-6	2	-0.7	5	-10	1	-9	0.9	5
COc1ccc(Cl)cc1NC(=O)C/C(C)=N/NC(=O)C(=O)NCc1ccccc1	1	9	5	-11	-0.1	0	-19	-10	-6	-0.5	-4
Cc1ccc(OCC(=O)N(C)CC(=O)Nc2ccc(F)c(F)c2F)cc1	25	-8	-5	12	0.8	9	2	1	0	1.8	-2
O=C(CC12CC3CC(CC(C3)C1)C2)N/N=C/c1ccc([N+](=O)[O-])o1	3	-20	-1	6	2.0	8	28	-4	-14	-0.3	-1
COc1ccc(/C=N\NC(=O)c2ccccc2Cl)cc1COc1c(F)c(F)c(F)c(F)c1F	2	-18	-3	-7	0.5	13	-8	-11	-4	0.8	3
Cc1ccc2c(c1)/C(=C/c1ccc(F)cc1)C(=O)N2	-1	-4	-10	7	1.4	0	-6	-7	3	-1.1	-2
CCOC(=O)c1c(N)sc(C(O)(C(F)(F)F)C(F)(F)F)c1-c1ccc(F)cc1	15	-74	-2	-5	1.1	6	155	-15	-2	-1.3	-2
Cc1cccc(-n2cc(C#N)c(=O)[nH]c2=O)n1	0	9	3	-7	0.3	-12	2	2	6	0.2	-3
Cc1ccc(NC(=S)NNC(=O)c2nnn(-c3ccccc3)c2C)cc1	-10	-24	-2	-14	1.2	-4	-20	-1	2	2.8	-5
CCC(=O)c1ccc(OCc2ccccc2)c(OC)c1	-2	-7	3	-17	-1.9	-16	-1	-1	-18	0.4	-3
O=C(NC1CCCCCC1)C1c2ccccc2C(=O)N1CCCN1CCOCC1 (centres undefined)	0	/	2	-13	-4.0	-4	-5	-2	-2	-0.5	-3
CCCCN(C(=O)C1=COCCO1)c1c(N)n(CCC)c(=O)[nH]c1=O	-2	-46	-1	-5	1.6	-4	4	0	6	-0.3	0
C/C(=N/NS(=O)(=O)c1ccc(C)cc1C)c1ccc2c(c1)OCO2	1	-8	-8	0	-0.4	0	-7	-10	7	-2.0	-6
O=C(Nc1cnc2ccccc2c1)c1cccc(-n2cnnn2)c1	-2	-8	-5	-5	0.6	2	-3	-19	-5	1.3	-1
NC(=O)c1ccccc1OCC(=O)Nc1ccc2c(c1)CCC2	-6	6	3	-15	-0.3	-4	-18	3	-7	1.3	-4
Cc1ccc(-c2csc(NC(=O)Cc3cccs3)n2)cc1C	0	-8	3	-15	1.0	8	19	-3	-8	0.7	-6
COc1ccccc1C(=O)CSc1nccn1C	5	3	5	10	2.6	54*	9	7	-2	0.9	0
Cc1ccc(-c2csc3ncn(Cc4ccc(C(=O)O)cc4)c(=O)c23)cc1C	1	3	-2	-4	-4.1	5	23	5	-2	-1.2	4
O=C(NC(=S)Nc1ccccc1C(=O)O)c1cncc(Br)c1	-3	1	0	-4	-1.2	5	-1	-5	-5	9.5	-1
CCOC(=O)c1cccc(NC(=O)CSc2nc3ccccc3c(=O)n2CC)c1	-2	1	0	-13	-0.1	10	15	-9	-13	-1.0	7
COc1ccc(C(=O)NCC(=O)NCC(=O)OCc2ccc(Br)cc2)cc1	-2	/	0	-8	0.6	-2	-14	-10	-5	-0.1	-5
CC(=O)N1c2ccc(S(=O)(=O)NCCC(=O)NCCc3cccc(C)c3)cc2CC1C (centres undefined)	1	7	1	6	0.6	14	-15	-14	1	1.0	-1
COCCn1c(C)cc(C(=O)COC(=O)c2cccc(O)c2)c1C	/	27	-1	0	1.5	8	-21	-9	-3	-1.6	-1
Cc1ccc(S(=O)(=O)N2CCC(C(=O)NNC(=O)c3ccccc3O)CC2)cc1	-1	-32	5	-5	-6.9	-1	3	2	5	0.5	-6
OCCOCCn1c(C2CCCN2c2nc(-c3ccc(F)cc3)cs2)nc2cc(C(F)(F)F)ccc21 (centres undefined)	/	108*	-4	7	-1.4	4	-3	-4	2	2.0	-4
COC(=O)COc1ccc(S(=O)(=O)NCc2ccncc2)cc1	-1	40	10	-19	-0.4	8	0	2	-11	1.9	2
CSc1ccc(C2=CC(=O)C[C@H](c3ccc(Cl)cc3)C2)cc1	/	-1	-6	1	0.2	3	18	-4	-2	0.2	-2
Fc1ccc(-c2nnc(CSc3nnc4ccccn34)o2)cc1	-1	14	-6	-10	-0.8	-10	-3	-5	-7	-1.4	5
O=C(Nc1nnc(-c2ccc(Br)cc2)o1)C1=COCCO1	-2	/	3	0	1.3	-8	-30	-3	-11	1.4	-7
COc1ccc(-n2nc(C(=O)O)c3ccccc3c2=O)c(OC)c1	-2	-3	10	-9	0.9	4	5	2	-4	-0.7	-2
CNC(=O)CSc1cn(CC(=O)N(C(C)C)C(C)C)c2ccccc12	-2	6	3	-9	-0.6	-1	9	4	2	0.1	-2
C=CCn1cc(C(=O)NCCCN(CC)CC)c(=O)c2cc(S(=O)(=O)N3CCC(C)CC3)ccc21	33	-4	-4	-9	0.1	4	-1	-9	1	2.0	1
CC(C)n1cc(NC(=O)C2CC(c3cccc(Br)c3)=NO2)cn1 (centres undefined)	-4	-19	8	6	-1.3	40	12	-7	-13	2.4	0
Cc1ccc(C(=O)OCC(=O)NCc2ccco2)cc1	-1	-9	2	-21	1.9	-4	-1	2	5	-1.3	-5
